Dicer inh: inhibitors of human Dicer processing of pre-microRNA | z-score at 25 µM | cat-ELCCA pre-miR-21 Dicer processing, chemiluminescence; active compounds read high | 47,000 compounds, 6% hits; in the data active means z-score above about 3, passing the limit was not always enough;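 further: plate controls were vehicle for no effect and no enzyme for full effect; higher signal means more uncleaved substrate so more Dicer inhibition; strong numbers were not always called active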
* marks the source's active call; other numbers are inactive results; & = joins results of further samples.

| mol | Dicer inh |
| --- | --- |
| C[C@]12Cc3cn4c(nc3C=C1CCC1C2CC[C@@]2(C)[C@H]1CC[C@@]2(O)C#N)nc1ccccc14 (some centres not stated) | -0.88 |
| CCCc1nc(SCC(=O)c2ccc(Cl)cc2)nc(OC(=O)N(C)C)c1C | 10.5 |
| CC12CCC3C4CCC(=O)C=C4CCC3C1CCC2O (configuration not stated) | -1.68 |
| CSc1nnc([C@@H](N)Cc2ccccc2)o1 | 1.76 |
| COc1ccccc1Oc1c(C)oc2cc(OC(=O)N(C)C)ccc2c1=O | -1.2 |
| Cn1cnc(CCN)c1 | -0.93 |
| CN1C(=O)C(Cc2ccc3c(c2)OCO3)C(=O)N(C)C1=O | -2.88 |
| CC(=O)CC(c1ccccc1)c1c(OC(C)=O)c2ccccc2oc1=O (configuration not stated) | 0.38 |
| O=S(=O)(O)c1cc(O)ccc1O | -0.43 |
| Cc1ccc(C)c(NC2=NCCS2)c1 | 0.66 |
| COCc1cc(OC(=O)N(C)C)nc(-c2cccc(C)c2)n1 | 0.37 |
| COc1ccc(NC(=S)NNC(=O)C2(O)CN3CCC2CC3)cc1 (configuration not stated) | 2.51 |
| Fc1ccc(CCNCc2ccco2)cc1 | -1.01 |
| COCCOC(=O)C1=C(C)OC(N)=C(C#N)C12C(=O)Nc1ccccc12 (configuration not stated) | 3.76* |
| O=C1CN=C(c2ccccc2)c2oc3ccccc3c2N1 | -1.19 |
| CN(C)C(=O)Oc1cc(=O)n(C)c2ccccc12 | 1.8 |
| C[N+]1(C)C2CCC1CC(OC(=O)C(CO)c1ccccc1)C2 (configuration not stated) | -0.78&-1.65 |
| CC12CCC3C(CC=C4CC(O)CCC43CO)C1CCC2OC(=O)c1ccccc1 (configuration not stated) | -0.18 |
| CCN1CCN(c2ncnc3nc[nH]c23)CC1 | 0.02 |
| CC(C)NCCc1c[nH]c2ccccc12 | 2.12 |
| Clc1ccc(C(OCCN2CCCCC2)c2ccccc2)cc1 (configuration not stated) | -0.12 |
| Cc1cccc(C)c1NC1=NC(C)(C)CS1 | -4.56 |
| C=CC1CN2CCC1CC2C(OC(C)=O)c1ccnc2ccc(OC)cc12 (configuration not stated) | 0.04 |
| Cc1ccc(CSc2nnc(OC(=O)N(C)C)n2-c2cccc(Cl)c2)cc1 | -0.42 |
| NCC(=O)c1ccc(Cl)cc1 | 0.75 |
| COc1ccc2c(CCN)c[nH]c2c1 | -0.58 |
| CN1CCN(c2ncnc3c2cnn3C)CC1 | -0.01 |
| O=[N+]([O-])/C=C/c1c(Cl)cccc1Cl | 2.12 |
| C=CCN1CC[C@]23c4c5ccc(O)c4O[C@H]2C(=O)CC[C@@]3(O)[C@H]1C5 | 0.71 |
| Nc1cc2c(ncn2CCOCP(=O)(O)O)c(=O)[nH]1 | -0.74 |
| Cc1ccccc1NC1=NCC(C)S1 (configuration not stated) | 0.96 |
| N#Cc1ccc2[nH]cc(CCN(Cc3ccccc3)Cc3ccccc3)c2c1 | 2.81 |
| COc1ccc2c(c1)c(C(=O)O)c(C)n2C | 0.29 |
| C=CCN1CCC23c4c5ccc(O)c4O[C@H]2C(=O)CC[C@@]3(O)C1C5 (some centres not stated) | 1.43 |
| COc1cccc(C2c3c(nc(C)[nH]c3=O)Oc3c2c(=O)oc2ccccc32)c1 (configuration not stated) | -0.41 |
| O=C1NC(=O)C(C2(C3C(=O)NC(=O)NC3=O)C(=O)Nc3ccccc32)C(=O)N1 | -5.03 |
| Cc1cc(N2CCNCC2)n2ncnc2n1 | 0.08 |
| C=C1C[C@@H]2[C@H](CC[C@]3(C)C(=O)CC[C@@H]23)[C@@]2(C)C=CC(=O)C=C12 | -0.04 |
| COc1ccc(CCNCc2ccc3c(c2)OCO3)cc1OC | 0.06 |
| OCCC#CCN1CCCCC1c1cccnc1 (configuration not stated) | 0.46 |
| CCNCC1(c2ccc(OC)c(OC)c2)CCCC1 | -0.03 |
| NC(=O)CI | -0.9 |
| COCCCOc1ccnc(CS(=O)c2nc3ccccc3[nH]2)c1C (configuration not stated) | 9.64 |
| CC1CN=C(NCc2cccnc2)S1 (configuration not stated) | 7.82 |
| O=c1c2ccccc2[nH]c(=S)n1-c1cc(C(F)(F)F)cc(C(F)(F)F)c1 | 2.87 |
| ON=C1CC2CCCC(C1)N2Cc1ccccc1 | -2.46 |
| C[N+]1(C)CCC(OC(=O)C(c2ccccc2)c2ccccc2)CC1 | -1.11&-3.42 |
| O=C(O)C(O)(c1ccccc1)C1CCCCC1 (configuration not stated) | 1.19 |
| CCc1cc2c(cc1-c1csc(CC#N)n1)C(C)(C)CCC2(C)C | -0.71 |
| Clc1ccc(C(Cn2ccnc2)OCc2csc3c(Cl)cccc23)c(Cl)c1 (configuration not stated) | -0.65 |
| CC(Cc1ccc(OCC(=O)O)cc1)NCC(O)c1cccc(Cl)c1 (configuration not stated) | -0.32 |
| O=C(O)[C@@H]1CCN1 | 0.64 |
| COCc1cc(OC(=O)N(C)C)nc(-c2ccncc2)n1 | 12.4 |
| Cn1c(CCCC(=O)O)nc2cc(N(CCCl)CCCl)ccc21 | -2.34 |
| COc1ccc(CCN)cc1OC | 0.39 |
| CC(Cc1ccccc1)NCCC(c1ccccc1)c1ccccc1 (configuration not stated) | 13 |
| c1ccc2c3c([nH]c2c1)C1(CCNCC1)NCC3 | -0.79 |
| Cc1nn(C(C)(C)C)c(C)c1/C=N/OC(=O)Nc1cccc(C(F)(F)F)c1 | 0.15 |
| COC(=O)Nc1nc2ccccc2[nH]1 | -0.42 |
| Clc1ccc(CN2CCNCC2)cc1 | 0.84 |

Nothing new here: 22 of the compounds above.
| mol | Dicer inh |
| --- | --- |
| C[C@]12Cc3cn4c(nc3C=C1CCC1C2CC[C@@]2(C)[C@H]1CC[C@@]2(O)C#N)nc1ccccc14 (some centres not stated) | -0.88 |
| CCCc1nc(SCC(=O)c2ccc(Cl)cc2)nc(OC(=O)N(C)C)c1C | 10.5 |
| CC12CCC3C4CCC(=O)C=C4CCC3C1CCC2O (configuration not stated) | -1.68 |
| CSc1nnc([C@@H](N)Cc2ccccc2)o1 | 1.76 |
| COc1ccccc1Oc1c(C)oc2cc(OC(=O)N(C)C)ccc2c1=O | -1.2 |
| Cn1cnc(CCN)c1 | -0.93 |
| CN1C(=O)C(Cc2ccc3c(c2)OCO3)C(=O)N(C)C1=O | -2.88 |
| CC(=O)CC(c1ccccc1)c1c(OC(C)=O)c2ccccc2oc1=O (configuration not stated) | 0.38 |
| O=S(=O)(O)c1cc(O)ccc1O | -0.43 |
| Cc1ccc(C)c(NC2=NCCS2)c1 | 0.66 |
| COCc1cc(OC(=O)N(C)C)nc(-c2cccc(C)c2)n1 | 0.37 |
| COc1ccc(NC(=S)NNC(=O)C2(O)CN3CCC2CC3)cc1 (configuration not stated) | 2.51 |
| Fc1ccc(CCNCc2ccco2)cc1 | -1.01 |
| COCCOC(=O)C1=C(C)OC(N)=C(C#N)C12C(=O)Nc1ccccc12 (configuration not stated) | 3.76* |
| O=C1CN=C(c2ccccc2)c2oc3ccccc3c2N1 | -1.19 |
| CN(C)C(=O)Oc1cc(=O)n(C)c2ccccc12 | 1.8 |
| C[N+]1(C)C2CCC1CC(OC(=O)C(CO)c1ccccc1)C2 (configuration not stated) | -0.78&-1.65 |
| CC12CCC3C(CC=C4CC(O)CCC43CO)C1CCC2OC(=O)c1ccccc1 (configuration not stated) | -0.18 |
| CCN1CCN(c2ncnc3nc[nH]c23)CC1 | 0.02 |
| CC(C)NCCc1c[nH]c2ccccc12 | 2.12 |
| Clc1ccc(C(OCCN2CCCCC2)c2ccccc2)cc1 (configuration not stated) | -0.12 |
| Cc1cccc(C)c1NC1=NC(C)(C)CS1 | -4.56 |

Only part of the results is shown (hit frequency here may not be typical).
